NS3 helicase inh = inhibitors of HCV NS3 helicase, primary screen, biochemical, Cy5 molecular beacon fluorescence; NS3 helicase DNA unwinding; inhibition, % at 10.9 µM; 0.56% of 290,000 active; AID 1800, 2009;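 active means inhibition above the mean of all tested compounds plus 3 SD, set per campaign, cut at about 35% in these data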;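 further: 0% = DMSO wells and 100% = thioflavine S control wells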
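Control set: DMSO versus 110 µM thioflavine S; Material: NS3 helicase fragment of HCV; Measured by: Cy5 fluorescence at 0 and 60 min, beacon hairpin quenching; Read-out basis: percent inhibition from t60/t0 fluorescence ratio; Times: reaction time 60 min, 25 °C; Repeats: single replicate; Compound dosing: single dose, 10.9 µM nominal final, DMSO 0.8% final.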
CRFR2-BP antag = antagonists of CRF-BP/CRF-R2 complex, primary screen, cell-based, HEK293, calcium dye fluorescence, uHTS | CRF-induced calcium fluorescence | inhibition, % at 11.8 µM | 0.59% of 350,000 active;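 active means inhibition of the ligand-induced calcium signal above about 50% at the single tested concentration, limit read from the data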
SUMO HTRF inh = inhibitors of in vitro SUMOylation cascade, primary screen, biochemical, HTRF, uHTS; SUMO-conjugating enzyme UBC9 (Homo sapiens), P63279; HTRF SUMOylation assay, SAE1/SAE2 + UBC9; inhibition, % at 35 µM; 0.36% of 290,000 active; AID 2006, 2009; in the data active means inhibition above about 50%, passing the limit was not always enough; inconclusive means no clear call, values can overlap the other calls; further: strong numbers were not always called active
Target sequence (P63279 whole entry, looked up): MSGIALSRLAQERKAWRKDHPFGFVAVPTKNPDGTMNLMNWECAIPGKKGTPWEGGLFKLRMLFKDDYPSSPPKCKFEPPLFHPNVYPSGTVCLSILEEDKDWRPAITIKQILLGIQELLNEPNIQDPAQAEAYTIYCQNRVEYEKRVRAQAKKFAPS
GalR3 antag = GalR3 antagonists in HEK293 cells, primary screen, cell-based, fluorescence readout | 0.44% of 360,000 active | AID 651719, 2012 | HEK293 GalR3-CNG cAMP membrane potential fluorescence; galR3 body fused to GalR1 C-terminus | inhibition, % at 3 µM;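 active means inhibition above the screen-wide average plus 3 SD, cut at about 13% in these data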;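 further: forskolin and galanin both at EC90 stimulate the cells; cAMP rise reported by CNG channel membrane potential dye signal; 0% = forskolin plus galanin with DMSO and 100% = forskolin alone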
Target sequence (O60755 1-299 limits assumed): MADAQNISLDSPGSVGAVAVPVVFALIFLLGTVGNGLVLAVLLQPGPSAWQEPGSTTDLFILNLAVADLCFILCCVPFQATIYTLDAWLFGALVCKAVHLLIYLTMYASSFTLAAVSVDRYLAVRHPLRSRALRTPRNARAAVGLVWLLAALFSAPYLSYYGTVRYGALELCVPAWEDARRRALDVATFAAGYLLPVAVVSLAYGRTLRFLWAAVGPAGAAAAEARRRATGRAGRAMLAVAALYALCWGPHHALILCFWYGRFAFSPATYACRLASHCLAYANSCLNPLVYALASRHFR
MEKK3 PB1 HTS = modulators of MEKK3-MEK5 PB1 binding, primary screen, biochemical, wildtype MEKK3, multiplex bead flow cytometry, Alexa488-MEK5 | Mitogen-activated protein kinase kinase kinase 3 (Homo sapiens), Q99759 | bead-based flow cytometry, Alexa488-MEK5 binding to MEKK3; actives lie on both sides; 0 = blocked by unlabeled MEK5, 100 = vehicle | binding response (% of control), % at 10 µM | 1.4% of 290,000 active | AID 1529, 2009;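 active means binding response more than 3 SD above or below the average of its plate-row segment, actives on both sides; inconclusive means wells at one plate position flagged as instrument error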;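 further: Alexa488 bead fluorescence after subtracting the streptavidin-only scavenger bead signal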
Target sequence (Q99759 whole entry, looked up): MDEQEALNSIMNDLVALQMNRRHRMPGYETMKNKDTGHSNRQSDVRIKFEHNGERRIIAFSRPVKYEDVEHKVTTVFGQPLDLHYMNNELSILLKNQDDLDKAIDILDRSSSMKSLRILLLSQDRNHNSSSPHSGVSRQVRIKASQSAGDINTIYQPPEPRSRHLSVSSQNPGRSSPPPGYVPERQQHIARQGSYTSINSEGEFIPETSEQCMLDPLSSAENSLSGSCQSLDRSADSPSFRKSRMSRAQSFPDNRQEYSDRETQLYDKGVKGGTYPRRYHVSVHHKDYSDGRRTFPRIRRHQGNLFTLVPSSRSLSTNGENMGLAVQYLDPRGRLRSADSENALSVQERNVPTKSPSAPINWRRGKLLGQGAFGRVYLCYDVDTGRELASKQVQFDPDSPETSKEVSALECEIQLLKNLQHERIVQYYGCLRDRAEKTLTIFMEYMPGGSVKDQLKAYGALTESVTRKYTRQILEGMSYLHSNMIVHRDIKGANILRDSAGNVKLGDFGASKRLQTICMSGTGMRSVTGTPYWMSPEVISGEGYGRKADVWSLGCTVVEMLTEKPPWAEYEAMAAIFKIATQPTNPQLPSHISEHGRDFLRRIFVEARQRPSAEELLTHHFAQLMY
MEKK2 WT-MEK5 = modulators of MEK5 binding to wildtype MEKK2, primary screen, biochemical, multiplex bead flow cytometry, Alexa488-MEK5. Alexa488-MEK5 binding to MEKK2 WT; actives lie on both sides. binding response (% of control), % at 10 µM. 1.1% of 290,000 active; in the data active means binding response below about 67% or above about 130%; inconclusive means no clear call, values can overlap the other calls; inactive means in between
MEKK2mut PB1 HTS = MEK5 binding signal on mutant MEKK2 PB1, primary screen, biochemical, multiplex bead flow cytometry, Alexa488-MEK5 | Alexa488-MEK5 binding to MEKK2 mutant | percent response, % at 10 µM | 0.35% of 290,000 active; in the data active means percent response above about 24%, passing the limit was not always enough; further: inactives centre near 1; some results filed as inactive read as strong as hits
DNA FID counter = compounds displacing fluorescent DNA intercalator, primary screen, artefact control for HCV NS3 helicase inhibitor project, biochemical, FID fluorescence; DNA fluorescent intercalator displacement; inhibition, % at 7.9 µM; 0.17% of 290,000 active; AID 1845, 2009; in the data active means inhibition above about 37%;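 further: 0% = vehicle and 100% = reference compound; higher means more ethidium bromide displaced from hairpin DNA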
CRFBP-R2 agonist = agonists of CRF-BP/CRF-R2 complex, primary screen, cell-based, HEK293, calcium dye fluorescence, uHTS; activation, % at 13.2 µM; calcium dye fluorescence (FLIPR); percent of saturating CRF peptide response; 0.46% of 350,000 active; AID 588473, 2011;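 active means activation of at least 50%, plus an integration ratio under a set limit after plate pattern correction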;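 further: plate controls were neutral control wells without compound for no effect and CRF at EC100 for full effect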
The depositor's hits bear a star; ? = inconclusive; / = not tested or not shown; [ ] = dose if it differs, or a comment. These rows are one share of the data; the hit share may differ from the screen's.

SMILES	NS3 helicase inh	CRFR2-BP antag	SUMO HTRF inh	GalR3 antag	MEKK3 PB1 HTS	MEKK2 WT-MEK5	MEKK2mut PB1 HTS	DNA FID counter	CRFBP-R2 agonist
CCC(C)(C)n1nnnc1C(c1ccc2ncccc2c1)N1CCN(c2nc3ccccc3s2)CC1 (centres undefined)	-29	10	-3	-5	110	98	3	-33	-1.8
CCOc1ccccc1Nc1nc(-c2sc(C)nc2C)cs1	15	-17	-5	-4	100	92	-8	-2	-1.5
C/C(=N\Nc1ccc(Cl)cc1)c1ccncc1	-8	-5	7	-6	104	108	5	1	-0.1
NS(=O)(=O)c1ccc(NC(=S)NC(=O)c2ccc(Br)o2)cc1	0	-29	12	-3	99	90	-6	15	-1.6
CN(C)c1nc(-c2ccccc2)cc(C(F)(F)F)c1C#N	8	-4	4	-5	98	95	-6	-1	1.8
O=C(NCCCCCCNC(=O)c1ccc(Br)s1)c1ccc(Br)s1	9	29	-17	-6	106	120	9	-2	-2.4
CC(C)C(NS(=O)(=O)c1cccs1)C(=O)Nc1nc(C(C)(C)C)cs1 (centres undefined)	-1	7	-16	-3	104	99	2	-19	-2.3
C=CCn1c(SCc2ccc(F)cc2)nc2c1c(=O)[nH]c(=O)n2C	1	62*	3	4	106	106	9	-17	-2.9
S=c1[nH]c(-c2ccccc2)cn1/N=C/c1ccc(Br)cc1	-2	-17	18	-3	99	86	-13	-10	-0.4
CC(CCc1ccccc1)NC(=O)CN(C)Cc1ccccc1F (centres undefined)	-7	-10	14	-5	86	87	-4	-2	-1.6
Cc1cnc(C)c(N2CCN(Cc3nc(-c4ccc(C)o4)oc3C)CC2)n1	1	-1	20	-9	100	91	-9	-17	-0.2
COC(=O)C1=C(C)NC(C)=C(C(=O)OC)C1c1ccco1	-1	-7	7	-3	95	98	0	-1	-0.8
COCCN(C(=O)CCl)C(C(=O)NC1CCCCC1)c1ccccc1C (centres undefined)	5	-4	14	-4	122	102	-1	-13	-1.6
c1cncc(C2Nc3ccccc3-c3nc4ccccc4n32)c1 (centres undefined)	18	-33	18	-8	105	105	9	-8	0.6
O=C(NNC(=O)c1ccncc1)NC1CCCCC1	8	12	-3	-5	95	95	-10	1	2.2
COc1cc(C(=O)NC(=S)Nc2ccc([N+](=O)[O-])cc2C)cc(OC)c1OC	-13	-23	4	-2	97	98	1	2	3.5
CN1C(=O)NC(c2cccc(F)c2)C2=C1CC(C)(C)CC2=O (centres undefined)	10	-16	-22	-9	102	101	2	-3	-0.9
Cc1c(C(Nc2ccccn2)c2ccc(Cl)cc2)c(=O)n(-c2ccccc2)n1C (centres undefined)	-5	17	2	-4	94	94	-2	-11	-0.1
Cc1cc(C(=O)OCC(=O)Nc2cc(S(=O)(=O)N(C)C)ccc2Cl)c2ccccc2n1	-6	-1	4	-2	100	97	-1	-5	-0.6
O=c1[nH]c(SCc2ccccc2Cl)nc2[nH]ncc12	-2	11	-5	-3	101	101	1	-3	-0.8
COC(=O)c1cccc(C(=O)Oc2cccc(Br)c2)n1	-8	20	-12	-3	95	98	-2	-8	1.5
CCOc1ccc(N2CC(C(=O)Nc3ccccc3F)CC2=O)cc1 (centres undefined)	-1	13	-3	-2	101	98	0	-6	1.4
O=C(c1ccc(N2CCN(C(=O)c3ccccc3Br)CC2)cc1)c1cccc(F)c1	0	0	5	-3	100	101	5	-41	2.8
Cn1c(CO)c(-c2ccccc2)c2cc([N+](=O)[O-])ccc21	-5	-1	-3	-3	100	105	2	16	-0.7
COC(=O)c1c(NC(=O)c2ccc([N+](=O)[O-])o2)sc2c1CCN(C(C)C)C2	0	20	10	-5	100	103	4	26	-15
CC(Nc1ccc(Br)cn1)c1cc(Cl)ccc1O (centres undefined)	-21	-5	-26	-6	/	/	/	1	-1.6
Cc1ccc2nc(-c3ccccn3)cc(C(=O)NCCc3ccc(F)cc3)c2c1	-7	-10	22	4	100	102	4	-5	1.7
CC1CN(C(=O)c2cc3cc(Cl)ccc3[nH]2)CC(C)O1 (centres undefined)	-5	-8	6	-7	109	105	2	-14	0.3
CCOc1ccc(-n2cc(C(=O)Nc3cccc(Cl)c3)c3cc(OC)c(OC)cc3c2=O)cc1	-2	24	-2	-5	2.0*[inhibitor]	3.0*[inhibitor]	-18	-5	-0.4
O=C(OCC(=O)C12CC3CC(CC(C3)C1)C2)c1cccnc1Cl	2	-56	-6	0	102	100	-2	-16	-0.1
O=C(O)C1CSC(c2coc3ccccc3c2=O)N1 (centres undefined)	3	2	20	0	91	92	-3	-12	1.4
CCOc1ccc(N=C(C)c2ccccc2O)cc1	-6	29	7	7	102	100	-2	2	1.9
Cc1cccc(-c2nc(Nc3ccc(O)cc3)c3ccccc3n2)c1	-30	-4	5	-9	103	107	3	7	-0.8
COc1ccccc1CNN	2	18	10	3	103	103	4	-7	9.9
CC(NC(=O)c1ccccc1Cl)C1COc2ccccc2O1 (centres undefined)	-1	-4	13	-3	98	97	-3	-6	-2.4
C=CCn1c(Oc2cccc(C)c2)nc2c1c(=O)n(C)c(=O)n2C	13	-5	-5	-3	105	104	10	-22	-1.6
COC(=O)C1=C(C)N(C)C(=S)NC1c1ccccc1 (centres undefined)	-5	5	8	-4	98	100	1	-2	-2.0
Cc1cccc(C(=O)NNC(=O)C2CCN(C(=O)OC(C)(C)C)CC2)c1	2	23	-7	1	103	103	8	-12	0.0
COc1ccccc1N1CCN(C(=O)c2cccc(Oc3ccccc3)c2)CC1	1	29	2	-4	100	94	-3	-16	-1.3
Cc1ccc(NC(=O)c2ccc(NCCCN3CCOCC3)c([N+](=O)[O-])c2)cc1Cl	-76	-17	10	3	116	124	1	22	0.3
CC(C)Cn1c(N)c(C(=O)COC(=O)c2cccc(F)c2)c(=O)n(C)c1=O	-8	-14	-18	-6	73	89	-3	-14	1.0
CCN(CC)S(=O)(=O)c1cccc(C(=O)NC(C)C(c2cccs2)N2CCCC2)c1 (centres undefined)	2	-1	2	-3	104	99	-1	8	-1.1
O=c1cc(-c2ccccc2)nc2nc(SCc3ccccc3)[nH]n12	3	25	20	5	101	103	3	-14	-1.8
O=C(O)/C(=C\c1ccc(-c2ccc(F)cc2)o1)c1ccccc1	35	0	18	5	117	106	-1	-19	0.1
COc1ccc(C2CC(=O)c3cnc(NC(=O)c4cccc(OC)c4)nc3C2)cc1 (centres undefined)	7	5	4	-2	99	97	-1	-27	0.1
CCOc1ccc(NC(C(=O)Nc2cccc(C(C)=O)c2)c2ccccc2)cc1 (centres undefined)	-7	9	1	-3	105	98	-1	-16	-0.6
COc1cc2c(cc1OC)CN(S(=O)(=O)c1cccc(F)c1)CC2	18	4	-11	-9	101	97	0	-9	-4.7
Cc1cccc(C)c1N(Cc1ccccc1F)S(C)(=O)=O	10	-9	8	3	106	106	3	-14	-1.1
O=C(COc1ccccc1)c1cn(CC(=O)N2CCOCC2)c2ccccc12	-3	-20	12	1	98	96	6	-6	37
COc1cc(-c2cc(=O)c3c(O)c(OC)c(OC)cc3o2)cc(OC)c1O	/	0	14	10	104	113	6	/	-5.3
CC1=C(C(=O)O)N2C(=O)C(NC(=O)c3nn(C)cc3[N+](=O)[O-])C2SC1 (centres undefined)	5	-41	13	-2	?	?	139*	8	2.9
C=CCn1c(=O)c(C(=O)Nc2cc(C)ccn2)c(O)c2ccccc21	2	1	0	1	100	102	0	-6	3.1
CCCc1nnc(SCC(=O)O)n1/N=C/c1ccc2c(c1)OCO2	7	-16	-15	-2	94	96	-4	5	2.6
Cn1c(CSc2nc3ccccc3s2)n[nH]c1=S	3	5	-5	1	103	105	1	-12	-1.9
O=C(CCC(=O)N1CCN(c2cccc(Cl)c2)CC1)N1CCN(c2ccccc2)CC1	-14	6	-7	-12	101	101	-9	-46	-0.1
CCCn1c(=O)c(Br)cn(-c2ccccc2C)c1=O	2	14	3	-1	89	98	-32	-5	-0.3
C=CCN(CC=C)c1ccc(N2C(=O)C3CCCCC3C2=O)cc1[N+](=O)[O-] (centres undefined)	-7	-1	-13	0	105	97	-10	-11	-0.1
COc1cccc(N2CCN(c3nc(C)c(C)c(=O)[nH]3)CC2)c1	-8	10	-14	-8	105	111	9	-13	-0.5
COc1ccc(C(=O)COC(=O)CNC(=O)c2ccc(OC)cc2)cc1	6	-1	-11	-5	104	100	-1	-4	0.2
COc1ccc(CN2CCn3ncc(C(=O)Nc4ccc(Cl)cc4Cl)c3C2=O)cc1	2	-22	-16	2	94	94	-3	3	2.0

Compounds shown so far that have a thiophene ring, fused or not:
SMILES	NS3 helicase inh	CRFR2-BP antag	SUMO HTRF inh	GalR3 antag	MEKK3 PB1 HTS	MEKK2 WT-MEK5	MEKK2mut PB1 HTS	DNA FID counter	CRFBP-R2 agonist
O=C(NCCCCCCNC(=O)c1ccc(Br)s1)c1ccc(Br)s1	9	29	-17	-6	106	120	9	-2	-2.4
CC(C)C(NS(=O)(=O)c1cccs1)C(=O)Nc1nc(C(C)(C)C)cs1 (centres undefined)	-1	7	-16	-3	104	99	2	-19	-2.3
COC(=O)c1c(NC(=O)c2ccc([N+](=O)[O-])o2)sc2c1CCN(C(C)C)C2	0	20	10	-5	100	103	4	26	-15
CCN(CC)S(=O)(=O)c1cccc(C(=O)NC(C)C(c2cccs2)N2CCCC2)c1 (centres undefined)	2	-1	2	-3	104	99	-1	8	-1.1

(more compounds)
SMILES	NS3 helicase inh	CRFR2-BP antag	SUMO HTRF inh	GalR3 antag	MEKK3 PB1 HTS	MEKK2 WT-MEK5	MEKK2mut PB1 HTS	DNA FID counter	CRFBP-R2 agonist
Cn1cccc1-c1nc2ccc([N+](=O)[O-])cc2[nH]1	-3	5	17	-9	106	107	9	2	-0.2
CCCc1cc(=O)oc2c(C)c3occ(C)c3cc12	-14	4	14	-1	85	88	-3	-1	-1.7
Cc1nnc(NC(=O)CCSc2ccccc2)s1	11	-42	16	-7	101	100	3	-2	0.2
CCOC(=O)C1CCN(CC(C)(C)NS(=O)(=O)c2ccc(C)cc2)CC1	-3	14	6	-11	102	98	-3	8	-1.1
CC(C)(C)Nc1nc(Nc2ccc([N+](=O)[O-])cc2)nc(NC(C)(C)C)n1	-28	-39	-14	-9	105	112	3	-2	5.0
CCCOc1ccc(N2CC(C(=O)NC(C)C)CC2=O)cc1 (centres undefined)	0	10	-3	-2	108	108	3	-6	0.0
O=C(CNC(=O)c1cccc(F)c1)N/N=C/c1cc(Br)ccc1OC(=O)/C=C/c1ccco1	6	14	16	-4	101	101	0	-5	8.9
CCc1ccc(-c2nnn(Cc3nc4ccccc4s3)n2)cc1	2	-16	-25	-6	94	96	-5	-9	2.0
Cc1nnc2ccc(N3CCN(C(=O)c4ccccc4)CC3)nn12	5	23	14	0	105	103	3	-5	-1.3
COc1ccc(Cl)cc1NC(=O)CN1CCN(S(=O)(=O)c2ccc(F)cc2)CC1	-1	-1	14	-9	101	92	1	-34	3.3
